HUVEC tox IL1B: HUVEC cytotoxicity counter-screen, IL-1B stimulated; HUVEC cell count loss, Hoechst imaging; cell count reduction, % at 2 µM; 94,000 tested, 0.41% active;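 active = cell count reduction more than 3 SD above the screen-wide mean, cut at about 70% in these data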;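 also: normalized per plate to untreated control cells as the no-loss baseline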
VCAM1 TNFa inh: reduces TNF alpha induced VCAM1 expression in HUVEC; 95,000 tested, 0.48% active; inhibition, % at 2 µM; HUVEC TNFa-induced VCAM-1 immunofluorescence, high-content imaging;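 active = inhibition above the batch mean plus 3 SD, with images confirmed as a hit by eye, cut at about 37% in these data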;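 also: 0% = TNF-stimulated DMSO wells and 100% = unstimulated control wells; not every result past the cut was called active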
LYP inh 2: LYP (human) phosphatase inhibition | recombinant LYP catalytic domain, DiFMUP fluorescence | inhibition, % at 2 µM | 96,000 tested, 0.21% active | AID 640;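 active = inhibition at 2 µM at or above a set limit, the screen mean plus 3 SD, cut at about 24% in these data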;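 also: 0% = DMSO with enzyme and 100% = enzyme fully blocked by orthovanadate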
Pyk2 oligo antag: Pyk2 (human) oligomerization antagonism. z-score (the deposit names both 25 µM and 10 µM). Q293 cells, Pyk2 FERM NanoBiT luminescence; active compounds read low. AID 1347419. 99,000 tested, 0.83% active;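 active = Z-score of -3 or lower, scaled per plate to the spread of control and sample wells; inactive = z-score above -3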;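 also: negative z-score means lost luminescence so less FERM oligomerization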
ERa SRC1 inh: blocks coactivator binding to human estrogen receptor alpha. inhibition, % at 25.6 µM. TR-FRET ER-alpha LBD / SRC-1 peptide, estradiol-bound. 86,000 tested, 1.7% active; in the data active = inhibition above about 50%;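 also: 0% = receptor plus peptide control and 100% = peptide only without receptor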
Target sequence (P03372 whole entry, looked up, the tested form may be a part): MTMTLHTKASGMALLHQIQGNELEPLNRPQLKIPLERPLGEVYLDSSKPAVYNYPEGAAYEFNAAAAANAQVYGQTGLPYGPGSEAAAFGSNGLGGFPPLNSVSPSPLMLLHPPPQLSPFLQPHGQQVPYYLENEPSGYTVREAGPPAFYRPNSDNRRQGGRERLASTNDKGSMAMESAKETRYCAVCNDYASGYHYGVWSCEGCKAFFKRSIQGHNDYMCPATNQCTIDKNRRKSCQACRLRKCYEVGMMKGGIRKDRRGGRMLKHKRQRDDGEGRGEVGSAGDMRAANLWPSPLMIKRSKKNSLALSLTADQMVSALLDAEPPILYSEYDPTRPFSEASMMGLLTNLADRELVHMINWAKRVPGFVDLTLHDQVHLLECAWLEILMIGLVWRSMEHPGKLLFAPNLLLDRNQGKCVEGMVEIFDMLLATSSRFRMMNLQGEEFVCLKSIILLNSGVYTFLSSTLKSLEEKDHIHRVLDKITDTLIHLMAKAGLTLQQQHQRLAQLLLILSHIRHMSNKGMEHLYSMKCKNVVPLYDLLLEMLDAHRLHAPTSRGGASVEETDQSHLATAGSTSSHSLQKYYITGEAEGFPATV
PTPN22 act: activators of human LYP (PTPN22) phosphatase | Q9Y2R2 | recombinant LYP, DiFMUP fluorescence; 0 = plate median, 100 = signal doubled | activation, % at 2 µM | 96,000 tested, 0.11% active | AID 697;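 active = activation at 2 µM above a set limit, the mean plus 5 SD, cut at about 37% in these data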
F-actin modifier: alters cytoskeleton assembly in HUVEC cells | 91,000 tested, 0.18% active | inhibition, % at 2 µM | HUVEC TNFa F-actin phalloidin imaging, high content;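 active = inhibition above the batch mean plus 3 SD and confirmed as a hit by visual image inspection, cut at about 30% in these data, passing the limit was not always enough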; also: strong numbers were not always called active
TNFa cytotox: toxic to HUVEC cells under TNF alpha stimulation | HUVEC TNFalpha-stimulated, Hoechst cell count, imaging | cell count reduction, % at 2 µM | 93,000 tested, 0.17% active | AID 848;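 active = cell count reduction exceeding the screen mean by over 5 SD, scaled to untreated wells per plate, cut at about 78% in these data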;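 also: cells counted after 24 h of TNF alpha exposure following the 1 h pretreatment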
FAK blocker: inhibitors of human focal adhesion kinase | Q05397 | biochemical FAK kinase activity assay | inhibition, %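 (tested at 7 µM)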 | 97,000 tested, 0.84% active | AID 727; in the data active = inhibition above about 19%;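 also: 0% = DMSO and 100% = reference compound high control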
An asterisk follows results filed as active; / = no result given; [ ] = remark or other dose. The order is random. Share with any hit: about 3.8%.

SMILES	HUVEC tox IL1B	VCAM1 TNFa inh	LYP inh 2	Pyk2 oligo antag	ERa SRC1 inh	PTPN22 act	F-actin modifier	TNFa cytotox	FAK blocker
COc1cccc(Oc2coc3c(CN4CCOCC4)c(O)ccc3c2=O)c1	-24	8	-7	2.4	-3	4	-7	-20	2
O=C1NC(c2ccccc2)C(C(=O)c2cccs2)C(O)(C(F)(F)F)N1 (configuration not stated)	32	-4	4	1.9	-6	0	-4	-17	2
CCOC(=O)CSc1nc(C(C)(C)C)cc(C(F)(F)F)c1C#N	-7	-11	-4	-0.49	-7	6	7	-19	1
C=CCn1c(COc2ccc(Cl)cc2)nnc1SCC(=O)NCC(=O)OCC	44	-11	-6	0.34	-7	4	-9	12	14
O=C1CC(c2ccco2)CC2=C1C(c1ccccc1)n1nc(C(F)(F)F)nc1N2 (configuration not stated)	-20	/	5	-0.36	-29	-6	/	/	7
COc1cc(Br)cc(CN2CCN(C=O)CC2)c1O	-33	-9	-8	0.73	-1[fluorescence artefact?]	6	/	-40	1
Cn1c(=O)c2c(nc(SCCNS(=O)(=O)c3ccccc3)n2C)n(C)c1=O	-20	-11	1	1.1	5	-4	-3	-11	1
CCOc1ccc(NC(=O)CCNc2c(N3CCCC3)c(=O)c2=O)cc1	-24	-1	-4	1.2	-7	3	-4	10	0
CN(C)S(=O)(=O)c1ccc(NC(=O)COC(=O)c2ccccn2)cc1	-2	-11	15	0.28	-3	-13	13	-3	-4
CCOc1ccc(-n2c(SCC(=O)NCc3ccco3)nnc2-c2c[nH]c3ccccc23)cc1	-25	9	-4	/	7	4	-13	-2	-1
CC1(C)C(c2ccccc2)=[N+]([O-])C2(CCCCC2=O)N1O (configuration not stated)	-37	17	2	-0.3	-11[fluorescence artefact?]	-1	-3	-32	0
NC(=O)CNC(=O)[C@@H]1CC2(CC(c3cccc([N+](=O)[O-])c3)=NO2)CN1C(=O)c1ccccc1 (some centres not stated)	-1	3	-3	/	/	6	-7	18	2
O=C(Nc1ccc(N2CCOCC2)c(Cl)c1)c1cc(F)c(F)cc1Cl	7	39	-8	-0.13	-3	6	-8	-4	2
c1csc(-c2nnc(-c3ccc(N4CCOCC4)cc3)o2)c1	-12	-22	-18	-0.74	3	16	19	-47	4
CC1=C(C(=O)OCC(C)C)[C@]23C(=O)c4ccccc4[C@@]2(O1)OC(N)=C3C#N	-14	6	-5	0.71	-4	2	-8	2	2
CN=c1sc2ccccc2n1CC(O)COCc1ccco1 (configuration not stated)	-5	14	-5	0.43	-3	7	16	7	2
COc1cccc(NC(=O)c2cc(-c3cccnc3)nc3c(Cl)cccc23)c1	2	7	10	-0.65	/	-9	-17	12	3
COc1cccc(-n2nc(-c3ccnn3-c3ccc(C)cc3)c(=O)n(C)c2=O)c1	2	3	-5	-0.12	4	7	/	-14	-4
COc1cc(OC)cc(-c2nc(N)n[nH]2)c1	-51	2	-8	0.43	-1	4	1	-21	4
CCN(CC#CCC(O)(c1ccccc1)C1CCCC1)C(C)C (configuration not stated)	-16	-18	12	-0.38	-3	-10	1	-2	8

A second format for twelve compounds above.
| SMILES | HUVEC tox IL1B | VCAM1 TNFa inh | LYP inh 2 | Pyk2 oligo antag | ERa SRC1 inh | PTPN22 act | F-actin modifier | TNFa cytotox | FAK blocker |
| --- | --- | --- | --- | --- | --- | --- | --- | --- | --- |
| COc1cccc(Oc2coc3c(CN4CCOCC4)c(O)ccc3c2=O)c1 | -24 | 8 | -7 | 2.4 | -3 | 4 | -7 | -20 | 2 |
| O=C1NC(c2ccccc2)C(C(=O)c2cccs2)C(O)(C(F)(F)F)N1 (configuration not stated) | 32 | -4 | 4 | 1.9 | -6 | 0 | -4 | -17 | 2 |
| CCOC(=O)CSc1nc(C(C)(C)C)cc(C(F)(F)F)c1C#N | -7 | -11 | -4 | -0.49 | -7 | 6 | 7 | -19 | 1 |
| C=CCn1c(COc2ccc(Cl)cc2)nnc1SCC(=O)NCC(=O)OCC | 44 | -11 | -6 | 0.34 | -7 | 4 | -9 | 12 | 14 |
| O=C1CC(c2ccco2)CC2=C1C(c1ccccc1)n1nc(C(F)(F)F)nc1N2 (configuration not stated) | -20 | / | 5 | -0.36 | -29 | -6 | / | / | 7 |
| COc1cc(Br)cc(CN2CCN(C=O)CC2)c1O | -33 | -9 | -8 | 0.73 | -1[fluorescence artefact?] | 6 | / | -40 | 1 |
| Cn1c(=O)c2c(nc(SCCNS(=O)(=O)c3ccccc3)n2C)n(C)c1=O | -20 | -11 | 1 | 1.1 | 5 | -4 | -3 | -11 | 1 |
| CCOc1ccc(NC(=O)CCNc2c(N3CCCC3)c(=O)c2=O)cc1 | -24 | -1 | -4 | 1.2 | -7 | 3 | -4 | 10 | 0 |
| CN(C)S(=O)(=O)c1ccc(NC(=O)COC(=O)c2ccccn2)cc1 | -2 | -11 | 15 | 0.28 | -3 | -13 | 13 | -3 | -4 |
| CCOc1ccc(-n2c(SCC(=O)NCc3ccco3)nnc2-c2c[nH]c3ccccc23)cc1 | -25 | 9 | -4 | / | 7 | 4 | -13 | -2 | -1 |
| CC1(C)C(c2ccccc2)=[N+]([O-])C2(CCCCC2=O)N1O (configuration not stated) | -37 | 17 | 2 | -0.3 | -11[fluorescence artefact?] | -1 | -3 | -32 | 0 |
| NC(=O)CNC(=O)[C@@H]1CC2(CC(c3cccc([N+](=O)[O-])c3)=NO2)CN1C(=O)c1ccccc1 (some centres not stated) | -1 | 3 | -3 | / | / | 6 | -7 | 18 | 2 |

Further entries.
SMILES	HUVEC tox IL1B	VCAM1 TNFa inh	LYP inh 2	Pyk2 oligo antag	ERa SRC1 inh	PTPN22 act	F-actin modifier	TNFa cytotox	FAK blocker
CC(=O)Nc1ccc(S(=O)(=O)NCc2ccc(C(=O)NC(C)c3ccccc3)cc2)cc1 (configuration not stated)	21	0	-8	0.12	1[fluorescence artefact?]	9	-9	-8	-1
CCOC(=O)C1=C(C)NC(=O)C1CC(=O)Nc1ccccc1 (configuration not stated)	-34	7	-1	/	2	-2	-10	-23	0
N/C(COc1ccccc1)=N\NS(=O)(=O)c1ccccc1	-25	10	9	0.64	/	-8	28	-13	-1
Cc1cc(SCC(=O)OCC(=O)N2CCN(C(=O)c3ccco3)CC2)c(C)cc1Br	-35	13	-6	1.8	-25	4	-45	-9	3
CCC(O)(CCN1CCCCC1)c1ccccc1 (configuration not stated)	-9	-21	3	0.18	/	-3	9	-1	0
Cc1cc(NC(=O)CSc2nnc(COc3ccccc3)n2Cc2ccco2)no1	14	-22	-2	1.2	-3	0	18	8	3
O=C(CN1C(=O)C2C3C=CC(C3)C2C1=O)Nc1nc(-c2ccccn2)cs1 (configuration not stated)	4	11	-13	0.04	9	15	-25	-10	2
CCCN1CCN(C(=O)Cn2cccc2C(=O)c2ccccc2)CC1	14	2	2	-1.4	-3	1	11	-15	-3
COc1ccccc1Oc1ccc(S(=O)(=O)N2CCCC2)cc1	-23	/	4	0.89	-6	-5	/	/	-3
Cn1c(Cc2c[nH]c3ccccc23)n[nH]c1=S	7	11	-12	1.4	3	14	/	4	-1
CC(C)CNS(=O)(=O)c1ccc(OCC(=O)NCC2CCCO2)c(Cl)c1 (configuration not stated)	-64	16	-7	1.1	-6	3	-6	-18	0
Cc1noc(C)c1S(=O)(=O)Nc1ccc(C(=O)NC2CCCCC2C)cc1 (configuration not stated)	-7	1	2	-0.17	/	-5	-30	-11	0
O=c1ccc2cc(S(=O)(=O)N3CCOCC3)ccc2o1	-35	5	8	1.7	-4[fluorescence artefact?]	-10	-3	-6	-3
O=c1[nH]c(C2CCCN(S(=O)(=O)c3ccccc3)C2)nc2c1nnn2Cc1ccccc1 (configuration not stated)	14	13	3	-1.6	17	-4	14	-19	1
c1ccc(C(c2nnnn2C2CCCC2)N2CCN(c3ccccc3)CC2)cc1 (configuration not stated)	11	-24	7	-2.1	-2	-7	20	-34	2
CCC1Oc2ccc(C)cc2N(CC(=O)N(Cc2cccnc2)Cc2cccc(F)c2)C1=O (configuration not stated)	16	-4	-14	-1.7	-3[fluorescence artefact?]	15	3	-27	5
O=c1n(-c2ccccc2)c(=O)n(Cc2ccccn2)n1Cc1ccccn1	-2	-4	7	0.41	-8	-3	0	30	0
C=CCn1c(=N)n(CC(O)c2ccco2)c2ccccc21 (configuration not stated)	-27	-6	0	0.2	3	1	-53	-4	-1
CC(c1ccco1)N(C(=O)c1ccc(Cl)s1)c1ccccn1 (configuration not stated)	-8	11	-9	/	-5	6	-5	-45	-1
CCOC(=O)c1ccc(NC(=O)c2cnccn2)cc1	-16	1	-7	0.2	-6	5	-5	-20	1
Cc1cccn2cc(CCNC(=O)c3ccc(Br)o3)nc12	0	-13	5	/	-2	-6	0	16	-1
CCOC(=O)Nc1ccc2c(c1)N(C(=O)C(C)N1CCCC1)c1ccccc1CC2 (configuration not stated)	-11	1	12	1.1	4	-12	/	-2	0
CC(=O)Nc1ccc(S(=O)(=O)N(C)S(=O)(=O)c2ccc(F)cc2)cc1	-11	-4	8	-0.59	-2	-8	-5	-45	-4
Cc1noc(/C=C/NCc2cccnc2)c1S(=O)(=O)N(C)CC(=O)N1CCc2ccccc21	1	5	-10	/	4	7	1	-12	-4
CCOc1ccccc1NC(=O)C1CCCN(S(=O)(=O)c2cccc3nsnc23)C1 (configuration not stated)	4	10	10	0.66	/	-10	-12	-46	-8
CCN(CC)CCCNc1oc(-c2ccc(OC)c(OC)c2)nc1C#N	-10	3	2	2.9	1	-4	2	-6	5
COc1ccc(CCN(Cc2cc3cc(C)c(C)cc3nc2Cl)C(=O)C2CC2)cc1	-90	6	-1	-0.89	/	3	-5	-1	-1
O=C(Nc1cccc(Cl)c1)C1=Cc2cc(Cl)ccc2OC1	5	-14	-10	0.71	-9	11	1	-2	-1
CC1=NN(c2ccccc2)C(=O)/C1=C\c1c(C)[nH]n(-c2ccccc2)c1=O	18	18	8	-0.86	-10	-7	-4	-25	0
O=C(Nc1nc2n(n1)C(c1ccccc1)C=C(c1ccccc1)N2)c1ccco1 (configuration not stated)	18	2	-17	-0.59	33[fluorescence artefact?]	14	-6	-12	0
c1ccc(-n2nnnc2NCCCN2CCOCC2)cc1	18	6	-12	2	5[fluorescence artefact?]	12	-5	-4	-2
CN(C)CCCC(=O)c1ccc2c(c1)OCO2	17	-8	3	0.5	-3	-2	2	22	-2
O=S(=O)(/N=C(/Sc1ccccc1)c1ccccc1)c1ccccc1	-107	18	-4	-0.41	77*	7	8	-19	1
CCOc1ccc(N2C(=O)CC(SC(=NC)Nc3ccc4c(c3)OCO4)C2=O)cc1 (configuration not stated)	-12	16	-8	-2.9	/	5	7	1	1
COc1cccc(N2C(=O)CC(c3c[nH]c4ccccc34)C2=O)c1 (configuration not stated)	-24	1	7	-0.44	-2[fluorescence artefact?]	-8	10	-13	-1
O=C(OCc1cccs1)c1ccccc1NS(=O)(=O)c1ccc2c(c1)OCCO2	7	34	10	-1.4	0[fluorescence artefact?]	-7	-22	33	7
Cc1nc(-c2cccnc2)sc1C(N)=O	-24	4	-1	1.2	/	5	21	-11	1
Cc1ccc(-n2c(-c3ccc(Br)cc3)c[n+]3c2CCc2ccc4cccnc4c2-3)cc1	-24	9	19	-2.8	33	-17	2	-10	16
CC1=C(C(=O)NC(C)C)C2(CCC(C)CC2)OC1=O (configuration not stated)	3	15	-12	/	/	10	7	-36	-4
COc1ccc(C2C(C#N)=C(N)OC3=C2C(=O)CCC3)cc1Cn1nc(C)c([N+](=O)[O-])c1C (configuration not stated)	-18	6	8	0.37	/	-4	-17	-6	-4

A draw from above in order of molecular weight, low to high:
SMILES	HUVEC tox IL1B	VCAM1 TNFa inh	LYP inh 2	Pyk2 oligo antag	ERa SRC1 inh	PTPN22 act	F-actin modifier	TNFa cytotox	FAK blocker
COc1cccc(N2C(=O)CC(c3c[nH]c4ccccc34)C2=O)c1 (configuration not stated)	-24	1	7	-0.44	-2[fluorescence artefact?]	-8	10	-13	-1
CC1=NN(c2ccccc2)C(=O)/C1=C\c1c(C)[nH]n(-c2ccccc2)c1=O	18	18	8	-0.86	-10	-7	-4	-25	0
Cc1noc(/C=C/NCc2cccnc2)c1S(=O)(=O)N(C)CC(=O)N1CCc2ccccc21	1	5	-10	/	4	7	1	-12	-4

Screens as filed in PubChem.
